PhoP inhibition – inhibitors of PhoP regulon expression, primary screen, Salmonella Typhimurium, GFP reporter (AID 1863); S. Typhimurium PhoP-regulated promoter GFP reporter, 4 h; higher % means a stronger effect; inhibition, % at 50 µM, or IC50 in µM where a hit was titrated; hit rate 0.16% among 300,000;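 active means inhibition over 29.93%, a cutoff 3 SD above the screen mean, later confirmed by dose response; inconclusive means inhibition over 29.93% but no dose response follow-up; inactive means inhibition at most 29.93% or unconfirmed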;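 further: 0% = low Mg2+ inducing control and 100% = high Mg2+ repressing control; strong numbers were not always called active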
T cell HTS – T cell immune modulation candidate; hit rate 0.068% among 330,000; 2C CD8+ T cell-vesicle binding, flow cytometry; hits give low values; AID 2052; calls only at 7 µM;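 active means response, share of CD8 T cells binding vesicles, and their 90th percentile fluorescence all below set limits, cut at about 80% in these data, passing the limit was not always enough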
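Test system: purified 2C TCR transgenic mouse naive CD8+ T cells. Probe or stimulus: QL9-peptide-loaded Drosophila micro-vesicles bearing Ld, ICAM-1 and B7-1. Incubation: binding step 1.5 h, 37 °C, antibody labelling 20 min, ice. Measured by: flow cytometry of vesicle-bound cells.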
TNAP activators – human TNAP enzyme activators, primary screen, biochemical, luminescent, no phosphate acceptor, uHTS (AID 1001); hit rate 0.03% among 200,000; purified TNAP, luminescent activation assay, no phosphate acceptor; higher activation fold means a stronger effect; activation fold at 20 µM; hits with a dose series show EC50 in µM; in the data active means activation fold from about 3, or a potency from the dose series; inactive means the rest, 99 in 100 with activation fold below about 1.6; further: many of its hits are not listed in these tables
MgcRacGAP inhibition – MgcRacGAP GTPase-activating activity inhibitors, confirmation, biochemical, ADP Hunter fluorescence; MgcRacGAP-stimulated Rac1 GTP hydrolysis, ADP Hunter fluorescence; higher % means a stronger effect; GST-tagged Rac1 F28L mutant substrate; one-dose inhibition, % at 30 µM; IC50 in µM for titrated hits; hit rate 0.6% among 340,000;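 active means first-screen hits whose inhibition reached a set limit at any dose in the follow-up dose series; inconclusive means inhibition above the set first-screen limit but never retested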;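 further: fluorescence reports GDP produced by GAP-driven GTP hydrolysis; strong numbers were not always called active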
UTI89 phage lysis – inhibition of K1F phage lysis, E. coli UTI89, bacterial capsule biogenesis inhibitors, alamar blue (AID 488966); E. coli UTI89 K1F phage lysis, alamar blue, 2 h; higher % means a stronger effect; inhibition, % at 100 µM, or IC50 in µM where a hit was titrated; hit rate 0.02% among 340,000;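 active means phage lysis inhibition, versus mean bacterial control, above a set limit; inconclusive means no clear call, values can overlap the other calls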;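 further: capsule biogenesis inhibitors block K1F phage lysis so surviving cells raise fluorescence; higher fluorescence means more inhibition of phage lysis; actives were called in the ten point dose series up to 300 µM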
NTR1 agonist – NTR1-driven beta-arrestin-GFP spot formation – imaging, U2OS cells, high content, primary screen (AID 493036) | P30989 | agonist mode | activation, % at 20 µM | hit rate 0.17% among 330,000;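 active means activation at or above 40% of the spot to cytoplasm intensity ratio, with at least 20 cells analyzed; inconclusive means wells under 20 cells, flagged as cytotoxic or low count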;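 further: 0% = DMSO without peptide and 100% = 100 nM NTR1 peptide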
Target sequence (P30989 whole entry, looked up): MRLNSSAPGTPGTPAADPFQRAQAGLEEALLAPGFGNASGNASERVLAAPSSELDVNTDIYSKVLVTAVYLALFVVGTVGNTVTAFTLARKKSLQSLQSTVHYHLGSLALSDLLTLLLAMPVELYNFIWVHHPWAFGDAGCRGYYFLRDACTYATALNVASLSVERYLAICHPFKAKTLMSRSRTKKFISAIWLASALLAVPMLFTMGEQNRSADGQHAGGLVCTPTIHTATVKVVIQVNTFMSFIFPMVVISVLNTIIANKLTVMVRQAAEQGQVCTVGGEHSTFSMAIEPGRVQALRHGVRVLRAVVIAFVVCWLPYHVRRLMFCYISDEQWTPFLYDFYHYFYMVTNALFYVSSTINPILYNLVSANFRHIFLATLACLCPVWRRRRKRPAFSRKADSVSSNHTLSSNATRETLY
RSV antiviral HEp-2 – inhibition of RSV-induced cytopathic effect – HEp-2 cells, primary 10 µM value included (AID 2391); hit rate 0.13% among 310,000; CPE inhibition, % at 10 µM, or IC50 in µM where a hit was titrated; HEp-2 cells, RSV-induced CPE inhibition; higher % means a stronger effect; in the data active means a potency from the dose series; inconclusive means CPE inhibition mostly from about 23% at the one dose, without a potency; inactive means the rest, 99 in 100 with CPE inhibition below about 21%; further: strong numbers were not always called active
Myeloid diff MLP – compounds promoting myeloid differentiation. ER-HoxA9 myeloid progenitors, lysozyme-GFP differentiation, flow cytometry. calls only at 10 µM. hit rate 1% among 360,000. AID 624256;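 active means normalized GFP-positive differentiation at or above the plate's own cutoff, the solvent-only control mean plus 3 SD; inconclusive means no clear call, values can overlap the other calls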;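 further: cells exposed to compound for four days before flow analysis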
SV40 large T antigen – SV40 large T antigen inhibitors, biochemical (AID 1903); SV40 large T antigen ATPase/helicase inhibition assay; higher % means a stronger effect; inhibition, % at 20 µM, or IC50 in µM where a hit was titrated; hit rate 0.39% among 310,000; in the data active means a potency from the dose series; inconclusive means inhibition mostly from about 32% at the one dose, without a potency; inactive means the rest, 99 in 100 with inhibition below about 32%; further: strong numbers were not always called active
T cell HTS vesicle-bound % – also measured in T cell HTS; calls as there; double positive events, %; measured here: CD8+ vesicle-bound cell fraction;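 binding gate set so that unloaded-vesicle control wells show 10% double positive cells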
NTR1 agonist cell count 20 µM – also measured in NTR1 agonist; calls as there; cell count; measured here: cell count, cytotoxicity flag
Myeloid diff MLP GFP+ MAC1+ % – also measured in Myeloid diff MLP; calls as there; GFP+ MAC1+ double positive, %; measured here: differentiation confirmed by MAC1 staining
Numbers without * were called inactive; i = inactive; ? = inconclusive; . = no result given; [ ] = dose if it differs, or a comment.

SMILES | PhoP inhibition | T cell HTS | T cell HTS vesicle-bound % | TNAP activators | MgcRacGAP inhibition | UTI89 phage lysis | NTR1 agonist | NTR1 agonist cell count 20 µM | RSV antiviral HEp-2 | Myeloid diff MLP | Myeloid diff MLP GFP+ MAC1+ % | SV40 large T antigen
O=C(c1cc2ccccc2oc1=O)N(Cc1cccs1)Cc1cccs1 | 6% | i | 4 | 1 | 10% | 0.2% | 1.2 | 81 | 1.7% | i | 1.5 | 15%
Nc1ccc2c(c1)C(=O)c1ccccc1C2=O | 9% | i | 52 | . | 11% | 2.3%[50 µM] | -0.9 | 55 | -0.6% | i | 0.8 | 8%
COc1ccc(/C=C2\SC(=NCc3ccccc3)N(Cc3ccccc3)C2=O)cc1OC | 11% | i | 39 | 1.1 | 10% | -0.1% | 3.9 | 33 | . | i | 0.7 | -3%
CCOC(=O)c1ccc(NC(=O)CSc2nncn2-c2cccnc2)cc1 | -5% | i | 8 | . | 1% | 0.0% | 1.3 | 46 | 2.4% | i | 3.9 | 4%
C=C(C)CN=C1SC(C(=O)Nc2sc3c(c2C(=O)OC)CCC3)C(N)=C1C(N)=O (stereo not given) | -3% | i | 56 | 1.1 | 7% | -0.1% | 20 | 82 | 11% | i | 0.4 | 2%
O=C(c1ccc2c(c1)OCO2)C1CCCN(C2CCN(CCc3ccccc3)CC2)C1 (stereo not given) | 18% | i | 58 | 1 | 0% | 1.0% | 0.8 | 49 | -2.0% | i | 0.3 | 29%
Cc1cccc(NS(=O)(=O)Cc2ccccc2)c1C | -4% | i | 33 | . | 13% | -0.6% | -0.6 | 55 | -0.3% | i | 1.0 | 14%
CC1CC(N(C(=O)c2ccccc2Cl)c2ccccc2)c2ccccc2N1 (stereo not given) | -5% | i | 48 | 1.1 | 8% | 0.8% | 2.5 | 47 | 2.0% | i | 0.3 | -2%
CC(C)C1(C(C)C)OC(=O)c2ccccc21 | 11% | i | 8 | 1.1 | 5% | 0.5%[50 µM] | -1.2 | 77 | 1.8% | i | 1.7 | 2%
c1ccc2c(c1)nc1n2CCS1 | 5% | i | 6 | 1.1 | 0% | -0.3% | -1.9 | 74 | 2.1% | i | 1.9 | 8%
O=C(CCCSc1nc2ccccc2[nH]1)NC(c1ccccc1)c1ccccc1 | -4% | i | 53 | 1.4 | 7% | 0.2% | 1.1 | 82 | 1.0% | i | 0.3 | 1%
COc1ccc(OC)c(NS(=O)(=O)c2ccc(NC(=O)C3COc4ccccc4O3)cc2)c1 (stereo not given) | 6% | i | 42 | 1.1 | 2% | 1.5%[50 µM] | 3.5 | 43 | 1.4% | i | 4.4 | 7%
Cc1cc(C(=O)CN2C(=O)C(=O)N(Cc3ccccc3)C2=O)c(C)n1Cc1ccccc1 | . | i | 46 | . | 4% | 0.3%[50 µM] | -0.7 | 48 | . | i | 0.9 | .
O=S(=O)(NC1CCCc2ccccc21)c1cnc[nH]1 (stereo not given) | -1% | i | 13 | 1 | 10% | 2.2% | 0.8 | 61 | 1.0% | i | 0.2 | -2%
O=S(=O)(c1ccc2c(c1)OCCO2)N1CCC(n2cnc3cc(F)ccc32)CC1 | 27% | i | 32 | 1.1 | 9% | 0.0% | -1.5 | 84 | 12% | i | 0.0 | -2%
O=C(CNC(=O)Cc1ccccc1)N=Nc1c(O)n(Cc2ccc3c(c2)OCO3)c2ccccc12 | 1% | . | . | 1 | -3% | -0.4% | . | . | . | i | 0.4 | 0%
O=C1CCN(Cc2ccccc2)S(=O)(=O)c2ccccc21 | 1% | i | 12 | . | 11% | 0.2% | 2.6 | 62 | 1.1% | i | 1.9 | 0%
O=C(NC1CC1)c1cc2cc3ccccc3nc2s1 | -6% | i | 17 | . | 7% | 0.1% | 0.4 | 56 | 1.3% | i | 1.2 | 8%
CCN1C(=O)N[C@@H](CCc2ccccc2)C(C(=O)OC)=C1C | -7% | i | 22 | . | 5% | 0.5% | -2.9 | 92 | 48% | i | 1.6 | 6%
CCC(C)(C)NC(=O)C(c1cccnc1)N(CCOC)C(=O)Cn1nnc2ccccc21 (stereo not given) | -8% | . | . | 1.1 | 9% | 0.1% | . | . | . | i | 0.8 | 1%
C=C(C)Cn1c(=O)c2c(nc3n2CCCN3CCc2ccccc2)n(C)c1=O | 6% | i | 13 | . | 7% | 0.3% | 2.4 | 38 | -0.6% | i | 2.2 | 3%
COCCNC(=O)CC(NS(=O)(=O)c1ccc(C)cc1)c1ccco1 (stereo not given) | 5% | i | 42 | 1.1 | 9% | 0.0% | 0.3 | 63 | 1.9% | i | 0.9 | 0%
COc1cccc(C(=O)c2c(-c3ccccc3)ncc3cc(OC)c(OC)cc23)c1 | . | . | . | . | 9% | 0.3% | 4.4 | 83 | . | i | 0.3 | .
O=S(=O)(NC1CC1)c1ccc(S(=O)(=O)N2CCc3ccccc32)cc1 | 10% | i | 39 | 1.2 | 2% | -1.0% | -0.5 | 47 | 0.6% | i | 1.2 | 6%
CCOn1c(=O)c(-c2cccc([N+](=O)[O-])c2)[n+]([O-])c2ccccc21 | -15% | i | 47 | 1.1 | 10% | 0.4% | 1.4 | 76 | 0.9% | i | 0.4 | 11%
Cc1ccc(S(=O)(=O)N2CCCCC2)cc1NC(=O)COC(=O)CNC(=O)c1cc(Cl)cc([N+](=O)[O-])c1 | 14% | i | 29 | 1 | 9% | 0.4%[50 µM] | 4.6 | 83 | 0.5% | i | 0.7 | 4%
Clc1ccc(CSc2ncnc3nc[nH]c23)cc1 | 13% | i | 62 | 1.2 | 15% | 0.3% | 2.1 | 98 | 4.4% | i | 0.8 | -1%
Cc1ccc(OC(=O)CCc2c(C)nc3ncnn3c2C)cc1 | 5% | i | 52 | 1.1 | -1% | 0.0% | 0.2 | 82 | 1.9% | i | 0.8 | 9%
Cc1ccc(NS(=O)(=O)c2ccc(CCC(=O)NCc3cccnc3)cc2)cc1 | 1% | i | 53 | 1.1 | 3% | 0.2% | -0.1 | 50 | 0.4% | i | 0.3 | 8%
CC1(C)CC(=O)C2=C(C1)N=C1SCCC(=O)N1C2c1cccc([N+](=O)[O-])c1 (stereo not given) | 0% | i | 8 | 1.2 | 4% | -0.6% | -0.3 | 34 | 0.9% | i | 0.7 | 10%
CCCNc1nc(C)c(C(C)=O)cc1C#N | -15% | i | 38 | 1 | 5% | 0.4% | -0.6 | 40 | 1.3% | i | 1.1 | -2%
O=C(CSc1ccc(-c2ccccc2)nn1)Nc1ccc2c(c1)OCCO2 | -7% | i | 42 | 1.2 | 7% | 0.9% | 1.2 | 52 | 0.2% | i | 0.1 | 3%
N#Cc1cc2c(nc1Cl)CCC2 | -10% | i | 18 | . | 1% | -1.6% | 0.7 | 63 | . | i | 0.6 | 2%
O=C(NCC1CCCO1)NC12CC3CC(CC(C3)C1)C2 (stereo not given) | -5% | i | 21 | 1.2 | 11% | 1.5% | 0.3 | 42 | 3.4% | i | 0.6 | 2%
Cc1ccc(NC(=O)c2ccc(-n3cccn3)c([N+](=O)[O-])c2)cc1 | 1% | i | 13 | 1 | 6% | -0.3% | 1.0 | 82 | ? | i | 0.6 | 2%
Cc1ccc(Cl)cc1NC(=O)Cn1cc(C(F)(F)F)cc(Cl)c1=O | -7% | i | 42 | 0.9 | 0% | -1.5% | -1.5 | 34 | 0.7% | i | 0.9 | 13%
CCN1CCN(C2CCCCC2NS(=O)(=O)c2ccc(Cl)cc2)CC1 (stereo not given) | -5% | i | 56 | . | 8% | 0.6% | 0.8 | 70 | -1.6% | i | 1.7 | 3%
CNNC(=O)C(C)NC(=O)c1ccc(Br)cc1 (stereo not given) | -8% | i | 37 | 1.1 | 0% | -0.9% | 0.4 | 59 | -0.1% | i | 1.8 | -1%
O=C(Nc1ccc(N2CCOCC2)cc1)c1cccc(S(=O)(=O)N2CCCC2)c1 | -7% | . | . | 1 | 6% | -1.8% | -1.1 | 55 | 0.9% | i | 0.7 | 10%
CCc1nc2ccc(C(=O)Nc3ccc(NC(C)=O)cc3)cc2nc1CC | -2% | i | 49 | 1.1 | 5% | 0.1% | 0.7 | 50 | 3.6% | i | 0.5 | 9%
C[C@H]1CN([C@@H](C)CO)C(=O)c2cccc(NC(=O)C3CC3)c2O[C@H]1CN(C)Cc1ccc(-c2ccccc2)cc1 | . | i | 10 | . | 3% | -0.1% | 1.2 | 63 | . | i | 1.2 | .
COc1ccc(-c2nnn(CC(=O)N(CCO)C(C(=O)NC3CCCC3)c3ccncc3)n2)cc1 (stereo not given) | -3% | i | 59 | 1.1 | . | . | 3.4 | 38 | 1.6% | i | 0.1 | 7%
COc1ccc(NC(=O)/C(C#N)=C/c2c(C)nn(-c3ccc(F)cc3)c2Cl)cc1OC | 3% | i | 63 | 1 | 2% | -0.5% | 2.6 | 84 | 16% | i | 0.8 | 16%
Cc1cc(NC(=O)C2CCCC2)nc2c1c(=O)oc1ccccc12 | 9% | i | 52 | 1 | 7% | 0.0% | 12 | 56 | 2.0% | i | 0.6 | 2%
O=C(CSc1nc2ccccc2[nH]1)Nc1ccc2[nH]c(=O)[nH]c2c1 | . | i | 44 | . | 9% | 1.0%[50 µM] | -1.7 | 100 | 2.4% | i | 0.9 | .
CC(C)(C)c1ccc(-c2noc(CCC(N)=O)n2)cc1 | -6% | i | 54 | 1 | 5% | 0.3% | 3.9 | 74 | 2.2% | i | 1.1 | 3%
O=S(=O)(c1ccc(S(=O)(=O)N2CCC(O)CC2)cc1)N1CCCC1 | 1% | i | 24 | . | 5% | -0.1% | 0.4 | 63 | 2.5% | i | 0.8 | 9%
COc1ccc(CNC(=O)Cn2nc([N+](=O)[O-])c(Br)c2C)cc1OC | . | i | 60 | . | -2% | -0.1% | -0.8 | 84 | 0.4% | i | 1.1 | 9%

Source: PubChem BioAssay
